Anthrax LF prot: blocks Bacillus anthracis lethal factor protease. hit rate 0.12% among 360,000. multiplex microsphere protease cleavage assay, LF. AID 588501. inhibition, % at 10 µM. P15917; in the data active = inhibition above about 30%; note: plate controls were buffer without enzyme for full effect and enzyme alone for no effect
Target sequence (P15917 whole entry, looked up): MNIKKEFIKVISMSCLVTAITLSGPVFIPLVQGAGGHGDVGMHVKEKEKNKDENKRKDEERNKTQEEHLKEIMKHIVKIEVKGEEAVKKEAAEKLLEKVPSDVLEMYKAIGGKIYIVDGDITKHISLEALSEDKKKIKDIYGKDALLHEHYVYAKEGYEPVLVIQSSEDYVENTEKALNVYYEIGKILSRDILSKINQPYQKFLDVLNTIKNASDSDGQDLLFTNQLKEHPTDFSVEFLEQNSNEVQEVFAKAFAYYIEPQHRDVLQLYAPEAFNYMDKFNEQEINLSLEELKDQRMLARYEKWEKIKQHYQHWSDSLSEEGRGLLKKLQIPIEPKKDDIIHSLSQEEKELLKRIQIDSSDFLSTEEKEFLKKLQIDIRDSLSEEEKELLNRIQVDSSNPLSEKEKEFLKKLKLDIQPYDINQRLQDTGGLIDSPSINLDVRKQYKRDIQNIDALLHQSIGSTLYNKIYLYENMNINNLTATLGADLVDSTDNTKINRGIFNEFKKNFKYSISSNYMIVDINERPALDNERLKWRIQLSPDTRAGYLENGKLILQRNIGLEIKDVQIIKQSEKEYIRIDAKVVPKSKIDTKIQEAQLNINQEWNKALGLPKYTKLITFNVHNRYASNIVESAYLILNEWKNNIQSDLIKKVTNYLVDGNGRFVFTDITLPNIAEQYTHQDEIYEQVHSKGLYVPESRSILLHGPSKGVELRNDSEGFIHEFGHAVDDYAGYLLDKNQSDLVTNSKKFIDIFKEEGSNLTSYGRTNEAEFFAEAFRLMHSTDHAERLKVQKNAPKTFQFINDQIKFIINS
Rv3671c protease: Rv3671c (M. tuberculosis) protease inhibition. P9WHR9. inhibition, % at 5.96 µM. hit rate 0.048% among 320,000; in the data active = inhibition above about 38%;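 note: extracellular domain of Rv3671c used as enzyme; 0% = enzyme with DMSO and 100% = no enzyme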
DUSP3 inh: inhibitors of human VHR1 phosphatase (DUSP3) | P51452 | recombinant VHR phosphatase, pNPP absorbance | inhibition, % at 13.3 µM | hit rate 0.52% among 290,000; in the data active = inhibition above about 50%; note: some compounds called inactive have numbers as strong as hits
PfHsp40 yeast: rescue of PfHsp40-mediated yeast toxicity; growth rescue, % at 12.5 µM; hit rate 0.68% among 340,000; S. cerevisiae expressing PfHsp40, growth rescue, ATP luminescence; in the data active = growth rescue above about 28%, passing the limit was not always enough;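 note: yeast W303a lacking pdr1 and pdr3 grown in galactose medium; growth measured after three days at 30 °C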
3CLpro inhibitor: SARS-CoV 3CLpro protease inhibition | P0C6X7 | recombinant SARS-CoV 3CLpro, quenched FRET peptide cleavage | inhibition, % at 6 µM | hit rate 0.14% among 290,000 | AID 1706; in the data active = inhibition above about 12%
Y pestis TopoI: inhibitors of Yersinia pestis topoisomerase I | Y. pestis Topo-I cleavage product accumulation, plate reader | activity, % at 10 µM | hit rate 0.064% among 360,000; in the data active = activity above about 50%, passing the limit was not always enough; note: inactives centre near 2
MazF activator: MazEF (E. coli) toxin RNase activation. hit rate 0.32% among 350,000. FAM/BHQ RNA-DNA oligo cleavage fluorescence, 5 h. activation, % at 20 µM. P0AE70; in the data active = activation above about 50%
Target sequence (P0AE70 whole entry, looked up): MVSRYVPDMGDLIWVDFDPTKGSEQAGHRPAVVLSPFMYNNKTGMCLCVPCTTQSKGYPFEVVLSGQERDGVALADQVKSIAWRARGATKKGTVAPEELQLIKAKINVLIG
Vc quorum ag: inducers of Vibrio cholerae quorum light production without autoinducers. V. cholerae BH1578 lux reporter, luminescence, 6 h. activation, % at 18.7 µM. hit rate 0.16% among 350,000. AID 588436; in the data active = activation mostly above about 9.7%, no sharp cut-off; note: not every result past the cut was called active; inactives centre near 0; reference of the scale not given here
SSB-PriA inh: K. pneumoniae PriA-SSBct interaction inhibition; inhibition, % at 33 µM; hit rate 0.6% among 430,000; AlphaScreen SSBct-PriA binding, biotinylated peptide; in the data active = inhibition mostly above about 37%, no sharp cut-off; inactive = mostly below about 20%;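 note: plate controls were negative control peptide for no effect and reference peptide for full effect; strong numbers were not always called active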
TcdB inh: inhibitors of Clostridioides difficile toxin B glycohydrolase | AID 652162 | hit rate 0.24% among 350,000 | TcdB glycohydrolase enzymatic assay, plate reader | inhibition, % at 9.99 µM; in the data active = inhibition above about 10%
Numbers without * were called inactive; i = inactive; x = no result given.

SMILES	Anthrax LF prot	Rv3671c protease	DUSP3 inh	PfHsp40 yeast	3CLpro inhibitor	Y pestis TopoI	MazF activator	Vc quorum ag	SSB-PriA inh	TcdB inh
CCCN(CCC)CCCNC(=O)c1cc2c(=O)[nH]c3ccccc3c2n1C	-5	3	29	0.9	2	4	1	i	-1	4.0
CCc1nc2ccc(C(=O)NCCc3ccccn3)cn2c1N(C)CCC(C)C	-8	x	x	x	x	37	x	0.0	x	1.6
CCCNC(=O)N1[C@H]2CC[C@@H]1C(C(=O)OC)=C(c1ccccc1)C2	-1	-9	x	-0.5	x	-8	6	i	6	-1.1
O=C(COc1ccccc1Cl)N1N=C(c2cccs2)CC1c1ccco1 (stereo unspecified)	12	1	x	-2.0	x	35	-16	-1.9	-2	0.2
O=C(NCc1ccccn1)Nc1cc(Cl)cc(Cl)c1	-2	-13	19	-2.2	0	-9	0	-1.7	-28	1.2
CCc1ccc(-c2n[nH]c(=O)c3ccccc23)cc1	0	-2	-14	1.8	1	0	6	i	1	-1.4
COc1cccc(-c2cnc(C(O)c3cc(C)cc(C)c3)[nH]2)c1 (stereo unspecified)	-3	x	x	x	x	-9	x	-0.3	x	-0.9
CCOC(=O)c1c(C)[nH]c(C(=O)OCC(=O)NCCc2ccc(OCC)c(OCC)c2)c1C	0	2	x	0.5	x	3	-1	-1.7	-10	-0.6
Cc1cc(NC(=O)COC(=O)CCNS(=O)(=O)c2ccccc2)n(-c2ccccc2)n1	-4	2	x	-0.7	x	2	-2	0.0	-5	2.0
CCCNc1nc2c(c(=O)n(C)c(=O)n2C)n1Cc1cccc(C)c1	3	2	15	0.2	-3	-4	7	-1.1	1	1.1

Filtered by structure: the entries above with a Cl atom
SMILES	Anthrax LF prot	Rv3671c protease	DUSP3 inh	PfHsp40 yeast	3CLpro inhibitor	Y pestis TopoI	MazF activator	Vc quorum ag	SSB-PriA inh	TcdB inh
O=C(COc1ccccc1Cl)N1N=C(c2cccs2)CC1c1ccco1 (stereo unspecified)	12	1	x	-2.0	x	35	-16	-1.9	-2	0.2
O=C(NCc1ccccn1)Nc1cc(Cl)cc(Cl)c1	-2	-13	19	-2.2	0	-9	0	-1.7	-28	1.2

Other results:
SMILES	Anthrax LF prot	Rv3671c protease	DUSP3 inh	PfHsp40 yeast	3CLpro inhibitor	Y pestis TopoI	MazF activator	Vc quorum ag	SSB-PriA inh	TcdB inh
COC(=O)c1ccc(C2/C(=C(\O)c3cccc(OC)c3)C(=O)C(=O)N2CCCN(C)C)cc1 (stereo unspecified)	0	-9	-8	0.3	-7	-1	3	-0.4	x	-0.3
CCCCN(C(=O)CN1CC(C)OC(C)C1)c1c(N)n(CC(C)C)c(=O)[nH]c1=O (stereo unspecified)	1	-12	9	0.4	-1	-4	2	-0.2	-22	0.2
CCCCn1c(SCC2CCCO2)nc2cc(S(N)(=O)=O)ccc21 (stereo unspecified)	0	1	-5	-0.4	-2	-1	0	-2.2	8	x
CC(CC(=O)Nc1ccncc1)c1ccccc1 (stereo unspecified)	1	1	-1	-0.7	5	0	1	-0.3	-12	x
COc1ccc(CCNC(=O)CCN2C(=O)C3CC=CCC3C2=O)cc1OC (stereo unspecified)	-2	1	13	-0.1	6	-1	-15	-5.6	-13	x
O=c1c2cc(N3CCOCC3)ccc2[nH]c(=S)n1CCCN1CCCCCC1	-5	-10	9	0.2	-6	8	1	0.1	4	x
CCC(=O)Nc1ccc2ccccc2c1	0	-2	0	1.1	5	3	3	-0.3	0	x
Cc1ccc(C(=O)OC(C)C(=O)NC2CCCCC2C)cc1S(=O)(=O)N1CCCCC1 (stereo unspecified)	-2	3	19	-0.2	5	10	1	1.9	-1	0.9
NS(=O)(=O)c1ccc2nc(NC(=O)Nc3ccccc3F)sc2c1	2	-19	16	-0.3	-4	-2	-6	-0.3	-8	2.2
COc1cccc(CC2(CO)CCCN(Cc3ccc(CO)o3)C2)c1 (stereo unspecified)	1	-8	-4	0.1	0	2	-1	-0.2	-5	0.4
COc1ccc(S(=O)(=O)N2CCOCC2)cc1NC(=O)CSc1nnc(C2CC2)n1C	1	7	x	-1.1	x	-8	10	i	6	1.1
O=C(CC1OC(=O)c2ccccc21)Nc1ccccc1N1CCOCC1 (stereo unspecified)	-5	1	15	-1.3	0	6	11	i	-8	x
COc1ccc(/C=C/C(=O)NC(=S)Nc2cc([N+](=O)[O-])ccc2O)cc1OC	-5	26	93	0.1	4	-7	-2	x	1	1.9
CC(C)Oc1ccc(C(=O)NCCCNC(=O)c2ccccn2)cc1	4	3	44	1.1	-4	1	-20	-0.5	-11	0.8
Cc1ccccc1CN1C(=O)CSc2ccc(C(=O)N3CCOCC3)cc21	4	-3	-19	-0.2	1	2	4	-1.1	-2	x
CN(Cc1ccccc1)C(=O)c1cccnc1	x	3	5	-1.4	-3	1	-4	-0.7	-4	0.1
O=C(CSCc1ccc([N+](=O)[O-])cc1)N/N=C/c1cccnc1	-2	-3	30	-1.1	1	2	5	1.4	x	2.1
CCCCn1c(N)c(N(CC(C)C)C(=O)c2cc(C)oc2C)c(=O)[nH]c1=O	2	0	12	0.1	0	-8	-2	-0.1	-8	0.5
COc1cc(S(=O)(=O)N2CCCCCC2)ccc1-n1cnnn1	-1	6	11	-0.9	-1	2	0	-0.4	-5	3.3
CC1CCCC(C)N1S(=O)(=O)c1ccc(S(=O)(=O)NCCc2ccncc2)cc1 (stereo unspecified)	-1	8	22	-1.2	2	-2	-7	-0.6	0	1.9
COc1cc(OC)c(OC)cc1/C=C/c1ccnc2ccccc12	8	x	x	-0.1	x	31	0	x	21	19*
Cc1c(NC(=O)C(=O)/C=C(\O)c2ccc(Br)cc2)c(=O)n(-c2ccccc2)n1C	0	6	16	1.5	2	23	-3	0.2	x	x
COC(=O)c1ccc(Nc2nnc(-c3ccc(C)c(S(=O)(=O)NCC4CCCO4)c3)c3ccccc23)cc1 (stereo unspecified)	4	2	13	1.8	10	10	-5	3.1	-19	x
CC(C)c1ccc(-c2c(NCCc3ccccc3)c(=O)c2=O)cc1	-6	-8	9	2.8	1	6	6	i	-3	0.1
COc1cc2sc3cc(NCc4ccc5c(c4)OCO5)ccc3c(=O)c2cc1OC	9	-13	x	0.6	x	37	-16	-0.4	-11	0.0
COc1ccc(-c2cnc(N)nc2-c2ccc(OC)cc2)cc1	-4	-4	24	1.5	-4	-1	-56	i	-7	2.6
O=C(OCCN1C(=O)c2ccccc2C1=O)c1cccs1	-4	-6	-7	-1.3	-2	1	3	-0.4	-7	x
Cc1ccc(NC(=O)Cn2nnc3ccccc3c2=O)cc1	0	3	8	-1.0	3	-11	8	-0.3	2	0.4
CCc1c(C)nc2ncnn2c1NCCc1ccc(Cl)cc1	-2	1	24	-1.3	-1	6	6	-0.7	-5	2.2
Cc1cc(C)n2nc(CNS(=O)(=O)c3ccc([N+](=O)[O-])cc3)nc2n1	2	-4	-9	0.7	1	5	8	i	4	0.4

No new results follow: entries from further up.
SMILES	Anthrax LF prot	Rv3671c protease	DUSP3 inh	PfHsp40 yeast	3CLpro inhibitor	Y pestis TopoI	MazF activator	Vc quorum ag	SSB-PriA inh	TcdB inh
COc1ccc(/C=C/C(=O)NC(=S)Nc2cc([N+](=O)[O-])ccc2O)cc1OC	-5	26	93	0.1	4	-7	-2	x	1	1.9
CC(C)Oc1ccc(C(=O)NCCCNC(=O)c2ccccn2)cc1	4	3	44	1.1	-4	1	-20	-0.5	-11	0.8
Cc1ccccc1CN1C(=O)CSc2ccc(C(=O)N3CCOCC3)cc21	4	-3	-19	-0.2	1	2	4	-1.1	-2	x
CN(Cc1ccccc1)C(=O)c1cccnc1	x	3	5	-1.4	-3	1	-4	-0.7	-4	0.1
O=C(CSCc1ccc([N+](=O)[O-])cc1)N/N=C/c1cccnc1	-2	-3	30	-1.1	1	2	5	1.4	x	2.1
CCCCn1c(N)c(N(CC(C)C)C(=O)c2cc(C)oc2C)c(=O)[nH]c1=O	2	0	12	0.1	0	-8	-2	-0.1	-8	0.5
COc1cc(S(=O)(=O)N2CCCCCC2)ccc1-n1cnnn1	-1	6	11	-0.9	-1	2	0	-0.4	-5	3.3
CC1CCCC(C)N1S(=O)(=O)c1ccc(S(=O)(=O)NCCc2ccncc2)cc1 (stereo unspecified)	-1	8	22	-1.2	2	-2	-7	-0.6	0	1.9
COc1cc(OC)c(OC)cc1/C=C/c1ccnc2ccccc12	8	x	x	-0.1	x	31	0	x	21	19*
Cc1c(NC(=O)C(=O)/C=C(\O)c2ccc(Br)cc2)c(=O)n(-c2ccccc2)n1C	0	6	16	1.5	2	23	-3	0.2	x	x
COC(=O)c1ccc(Nc2nnc(-c3ccc(C)c(S(=O)(=O)NCC4CCCO4)c3)c3ccccc23)cc1 (stereo unspecified)	4	2	13	1.8	10	10	-5	3.1	-19	x
CC(C)c1ccc(-c2c(NCCc3ccccc3)c(=O)c2=O)cc1	-6	-8	9	2.8	1	6	6	i	-3	0.1
COc1cc2sc3cc(NCc4ccc5c(c4)OCO5)ccc3c(=O)c2cc1OC	9	-13	x	0.6	x	37	-16	-0.4	-11	0.0
COc1ccc(-c2cnc(N)nc2-c2ccc(OC)cc2)cc1	-4	-4	24	1.5	-4	-1	-56	i	-7	2.6
O=C(OCCN1C(=O)c2ccccc2C1=O)c1cccs1	-4	-6	-7	-1.3	-2	1	3	-0.4	-7	x

Remaining list, next part:
SMILES	Anthrax LF prot	Rv3671c protease	DUSP3 inh	PfHsp40 yeast	3CLpro inhibitor	Y pestis TopoI	MazF activator	Vc quorum ag	SSB-PriA inh	TcdB inh
COc1ccc(CC(NC(C)=O)C(=O)N2CCN(C(=O)Nc3cccc(F)c3)CC2)cc1OC (stereo unspecified)	0	-8	12	-1.5	2	0	3	2.9	6	1.3
C#Cc1ccc([C@@H]2C=C(C(=O)N3CCN(Cc4ccc5c(c4)OCO5)CC3)O[C@H](OCCCCO)C2)cc1	2	-8	3	0.3	1	24	1	-3.0	3	0.2
Clc1ccccc1Nc1nc(NCc2cccs2)nc2ccsc12	-8	x	x	x	x	23	x	-0.6	x	0.9
CCC(=O)N1CCc2cc(S(=O)(=O)NCCC(=O)N3CCN(c4cccc(OC)c4)CC3)ccc21	-3	-4	20	0.1	-1	7	-14	-0.9	-10	0.3
CC1=CC(=C2C(=O)NC(=O)NC2=O)C=C(C(F)(F)F)N1C(C)C	-13	-2	4	0.7	0	7	10	-1.4	0	x
CC1CN(/C=C/C=O)C(C)CC1OC(=O)c1ccccc1 (stereo unspecified)	2	6	21	-0.8	3	2	3	i	7	0.9
CCC/C=N/NC(=O)c1[nH]c2c([N+](=O)[O-])cccc2c1C	-1	1	8	-0.4	5	-12	0	0.3	x	-0.5
Oc1ccc(N=Nc2c(O)ccc3ccccc23)cc1	-15	-3	1	4.7	1	-1	6	i	88	0.6
COc1cc(C(=O)NCC(c2ccco2)N2CCCC2)ccc1OCc1ccc(Cl)cc1Cl (stereo unspecified)	-7	x	x	1.4	x	17	3	2.7	24	0.5
CN(C)CCNC(=O)C(C(=O)c1ccccc1)n1ccccc1=O (stereo unspecified)	-1	7	-16	0.3	-1	-8	6	-2.0	1	x
CCC(=O)N1CCCc2cc(S(=O)(=O)NCc3cccs3)ccc21	-9	-3	4	0.0	1	6	0	i	-19	x
CCC(C)c1ccc(-c2cc(C(=O)OCC(=O)Nc3cc(C)on3)c3ccccc3n2)cc1 (stereo unspecified)	1	2	20	-1.2	-1	0	-9	-0.6	-3	x
Cc1ccc(-c2nc3ccccc3c(=O)n2CCCN2CCOCC2)cc1	2	0	9	0.0	2	0	-5	-0.2	-2	x

Screening data from PubChem BioAssay.

Only part of the results is shown; the hit share may differ from the screen's.
